High-throughput results from PubChem BioAssay.
Vif-A3G inh: qHTS for Inhibitors of Vif-A3G Interactions: qHTS; actives 0.076% (n = 410,000); Potency, µM (top dose mostly 46.1 µM), without a hit: at the top dose activity, negative = active, actives largely listed as inhibitors; HeLa A3G-eYFP + Vif (tagged APOBEC3G with the HIV-1 protein that degrades it), YFP fluorescence, overnight; AID 602310, 2012;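 further: nearly all actives have a fitted effect of over 60% in size; hits raise eYFP signal because A3G escapes Vif-driven loss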
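Read-out is eYFP fluorescence (Ex 488/Em 500-530) from Vif-expressing HeLa A3G-eYFP cells; more signal means A3G escaped Vif-mediated degradation. Cells plated overnight, compound pinned in, incubated overnight at 37 deg C.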
ALOX12 inh: Primary qHTS assay for inhibitors of human arachidonate 12S-lipoxygenase (ALOX12): Round 2; Polyunsaturated fatty acid lipoxygenase ALOX12 (Homo sapiens), P18054; purified 12hLO, xylenol orange hydroperoxide absorbance; Potency, µM (highest dose often 108 µM), for the others: top-dose activity change, negative = inhibition, actives largely listed as inhibitors; actives 1.1% (n = 580,000); AID 1671190, 2021
Target sequence (P18054 whole entry, looked up): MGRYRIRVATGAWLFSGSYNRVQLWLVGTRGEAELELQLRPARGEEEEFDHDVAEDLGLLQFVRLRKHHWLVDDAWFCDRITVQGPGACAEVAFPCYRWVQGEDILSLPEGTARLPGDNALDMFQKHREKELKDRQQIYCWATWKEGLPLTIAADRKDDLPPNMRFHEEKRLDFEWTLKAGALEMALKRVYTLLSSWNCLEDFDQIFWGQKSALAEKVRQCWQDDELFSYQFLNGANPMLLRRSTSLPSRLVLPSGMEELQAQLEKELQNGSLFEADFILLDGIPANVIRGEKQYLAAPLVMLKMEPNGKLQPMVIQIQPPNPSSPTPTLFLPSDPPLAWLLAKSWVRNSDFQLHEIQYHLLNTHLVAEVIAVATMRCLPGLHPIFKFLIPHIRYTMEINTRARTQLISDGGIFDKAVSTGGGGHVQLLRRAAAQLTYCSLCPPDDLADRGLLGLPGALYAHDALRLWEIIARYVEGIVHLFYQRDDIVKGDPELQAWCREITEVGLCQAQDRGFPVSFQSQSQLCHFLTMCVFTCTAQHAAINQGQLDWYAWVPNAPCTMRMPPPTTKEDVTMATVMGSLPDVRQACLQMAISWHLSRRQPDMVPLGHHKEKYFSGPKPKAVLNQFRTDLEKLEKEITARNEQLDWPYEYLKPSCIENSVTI
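Hydroperoxide product was detected by ferrous iron/xylenol orange as the 573 to 405 nm absorbance ratio. Arachidonic acid at 40 uM (final) was turned over for 30 min at room temperature by 150 nM human 12hLO, pH 7.0 Hepes buffer, after 15 min compound preincubation.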
Starred values were filed as active, the others as inactive; ? = inconclusive. The call rests on the fitted dose curve; in most records, active means well fitted curve in the direction sought with a large enough effect; inconclusive means small, poorly fitted or top-dose-only effect, or another doubt; inactive means no such curve, though single readings can be large; an effect the other way counts as inactive or inconclusive. On the % scale 0 is the no-effect control and ±100 the full control effect; potency means the concentration at half of the fitted maximal effect.

Fields – Vif-A3G inh	ALOX12 inh
CC1(C(=O)Nc2ccc3c(c2)OCCO3)CCN1C(=O)C1(c2ccc(Cl)cc2)CC1 (configuration not stated)
  1.7%	-4.0%
CC1(C(=O)NS(=O)(=O)c2cccc(OC(F)F)c2)CCN1C(=O)c1cccc(F)c1 (configuration not stated)
  4.5%	0.3%
CCOC(=O)c1ccn(S(=O)(=O)c2ccc(C)cc2)c1-c1ccccc1
  -0.1%	-10.8%
CCCC(=O)N1CCC1(C)C(=O)Nc1cc(C)ccc1C (configuration not stated)
  2.0%	17.3%
Cc1ccc(C)c(CC(=O)N2CCCC(c3cc(C(=O)NCc4cccnc4)no3)C2)c1 (configuration not stated)
  1.4%	-25.1%
CC(O)(c1ccc(F)c(F)c1)c1nc(-c2cccc(C(F)(F)F)c2)cs1 (configuration not stated)
  -21.7%	?
CC1(C(=O)Nc2ccccc2)CCN1C(=O)Cc1ccc(-c2ccccc2)cc1 (configuration not stated)
  -5.2%	-6.1%
COc1cccc(C(O)c2ncc(-c3ccccc3Cl)[nH]2)c1 (configuration not stated)
  -7.6%	-49.0%
CC(C)Oc1ccc(F)cc1-c1cc(C(=O)N2CCc3ccccc3C2)[nH]n1
  0.5%	-20.2%
CC(=O)Nc1ccc(CN(C)c2c(C)nc3ccc(C(=O)NCCCn4ccnc4)cn23)cc1
  0.6%	1.6%
CCOC(=O)C1=CCN(S(=O)(=O)c2cccc(Cl)c2)C1c1ccc(Br)cc1 (configuration not stated)
  -7.6%	-21.9%
CC(O)(c1cccc(F)c1)c1nc(-c2ccc3c(c2)OCO3)cs1 (configuration not stated)
  -15.9%	-5.5%
CC1(C(=O)NS(=O)(=O)c2cccc(Cl)c2)CCN1C(=O)C/C=C/c1ccccc1 (configuration not stated)
  -5.2%	?
CCCCC(=O)N(C)c1c(C)nc2ccc(C(=O)N3CCN(S(=O)(=O)CC)CC3)cn12
  -1.7%	0.5%
CCc1nc2ccc(C(=O)N3CCN(C(=O)c4ccco4)CC3)cn2c1N(C)CCC(C)C
  -1.1%	-11.3%
COCCNc1ncnc2c1ncn2[C@H]1CN(Cc2ccco2)C[C@@H](CO)O1
  -3.0%	-2.8%
OC[C@@H]1CN(Cc2ccc(Cl)cc2)C[C@H](n2cnc3c(NC4CCC4)ncnc32)O1
  2.4%	?
COc1cccc(C(O)c2ncc(-c3ccccc3OC)[nH]2)c1 (configuration not stated)
  -2.3%	14.6%
CC(=O)Nc1cccc(-c2ccnc3c2CC(C)(C(=O)Nc2cccc(C(F)(F)F)c2)O3)c1 (configuration not stated)
  -8.3%	-12.9%
CC1(C(=O)NS(=O)(=O)c2cccc(OC(F)F)c2)CCN1C(=O)CC(c1ccccc1)c1ccccc1 (configuration not stated)
  4.0%	-14.9%
CC(=O)Nc1cc(-c2ccsc2)cn2c(-c3ccc(F)cc3)cnc12
  -18.7%	?
CC1(C(=O)Nc2cccnc2)Cc2c(-c3cccc(C(F)(F)F)c3)ccnc2O1 (configuration not stated)
  -6.9%	-21.8%
COc1ccc(/C=C/CN2CCC(C(=O)NC(c3ccc(F)cc3)c3ccc4ccccc4n3)CC2)cc1 (configuration not stated)
  -14.1%	?
Cc1ccc(OCCN2CCC2(C)C(=O)NCc2cccc3ccccc23)cc1 (configuration not stated)
  -7.5%	5.1%
CCCOc1ccc(F)cc1-c1cc(C(=O)NCc2cccc(Cl)c2)[nH]n1
  0.9%	-34.7%
COc1ccc(-c2cc(C(=O)Nc3ccc(OC)c(OC)c3)[nH]n2)c(C)c1
  -2.0%	5.1%
CCCc1ccc(C(O)c2ncc(-c3ccccc3C)[nH]2)cc1 (configuration not stated)
  -4.1%	?
Cc1ccc(S(=O)(=O)NC(=O)C2(C)CCN2C(=O)CC2CCCC2)nc1 (configuration not stated)
  -1.2%	5.7%
FC(F)(F)c1ccccc1Cc1c(C2CCCCC2)nc2c3ccccc3ccn12
  -7.1%	?
COCCCN1C(=O)C(CC(=O)NC2CCCCC2)CC(C(=O)N(C(C)C)C(C)C)=C1C (configuration not stated)
  -0.1%	-0.1%

Given comma-delimited: 14 of the compounds above
compound,Vif-A3G inh,ALOX12 inh
CCCC(=O)N1CCC1(C)C(=O)Nc1cc(C)ccc1C (configuration not stated),2.0%,17.3%
Cc1ccc(C)c(CC(=O)N2CCCC(c3cc(C(=O)NCc4cccnc4)no3)C2)c1 (configuration not stated),1.4%,-25.1%
CC(O)(c1ccc(F)c(F)c1)c1nc(-c2cccc(C(F)(F)F)c2)cs1 (configuration not stated),-21.7%,?
CC1(C(=O)Nc2ccccc2)CCN1C(=O)Cc1ccc(-c2ccccc2)cc1 (configuration not stated),-5.2%,-6.1%
COc1cccc(C(O)c2ncc(-c3ccccc3Cl)[nH]2)c1 (configuration not stated),-7.6%,-49.0%
CC(C)Oc1ccc(F)cc1-c1cc(C(=O)N2CCc3ccccc3C2)[nH]n1,0.5%,-20.2%
CC(=O)Nc1ccc(CN(C)c2c(C)nc3ccc(C(=O)NCCCn4ccnc4)cn23)cc1,0.6%,1.6%
CCOC(=O)C1=CCN(S(=O)(=O)c2cccc(Cl)c2)C1c1ccc(Br)cc1 (configuration not stated),-7.6%,-21.9%
CC(O)(c1cccc(F)c1)c1nc(-c2ccc3c(c2)OCO3)cs1 (configuration not stated),-15.9%,-5.5%
CC1(C(=O)NS(=O)(=O)c2cccc(Cl)c2)CCN1C(=O)C/C=C/c1ccccc1 (configuration not stated),-5.2%,?
CCCCC(=O)N(C)c1c(C)nc2ccc(C(=O)N3CCN(S(=O)(=O)CC)CC3)cn12,-1.7%,0.5%
CCc1nc2ccc(C(=O)N3CCN(C(=O)c4ccco4)CC3)cn2c1N(C)CCC(C)C,-1.1%,-11.3%
COCCNc1ncnc2c1ncn2[C@H]1CN(Cc2ccco2)C[C@@H](CO)O1,-3.0%,-2.8%
OC[C@@H]1CN(Cc2ccc(Cl)cc2)C[C@H](n2cnc3c(NC4CCC4)ncnc32)O1,2.4%,?

Further structures follow:
Fields – Vif-A3G inh	ALOX12 inh
CCOC(=O)c1ccc(-n2cnc(-c3ccc([N+](=O)[O-])cc3)c2)cc1
  0.0%	-13.7%
Oc1ccc(C[C@H]2CN([C@@H](Cc3cccc(O)c3)CN3CCC[C@@H]3CN3C(=S)NC[C@@H]3Cc3ccccc3)C(=S)N2CC2CCCCC2)cc1
  -7.4%	?
CC(C)(C)OC(=O)C1=CC[C@@H](c2ccc(Cl)c(Cl)c2)N(S(=O)(=O)c2ccc(F)cc2)[C@H]1c1cccc(F)c1
  -4.7%	-6.0%
COc1ccc(C(O)c2ncc(-c3ccccc3C)[nH]2)cc1 (configuration not stated)
  -2.5%	0.2%
O=C(Nc1ccc2c(c1)OCO2)C1Cc2c(-c3cccnc3)ccnc2O1 (configuration not stated)
  -2.2%	-6.9%
CC(=O)Oc1ccc(Cn2c(C)c(C(=O)NCc3ccccc3C(F)(F)F)sc2=O)cc1
  -8.0%	-12.2%
CCN(CC)c1ncnc2c1ncn2[C@H]1CN(Cc2ccncc2)C[C@@H](CO)O1
  -1.2%	-4.3%
COc1cc(C)ccc1S(=O)(=O)NC(=O)Cn1nnc(COc2ccc3c(c2)CCCC3)c1C
  -2.7%	-36.5%
O=C(O)Cn1nncc1-c1ccc(C(F)(F)F)cc1
  -3.9%	?
CCOC(=O)C1(C)CCCN(C(=O)c2cccc(Cl)c2)C1 (configuration not stated)
  1.0%	?
COc1ccc(Cl)cc1-c1cc(C(=O)NCc2ccc(F)cc2)[nH]n1
  -6.7%	-0.8%
Cc1cc(C(=O)N2CCC2(C)C(=O)Nc2cccc3c2CCCC3)nn1C (configuration not stated)
  -3.9%	-3.1%
Cc1ccc(C(O)c2ncc(-c3ccc(F)cc3)[nH]2)cc1F (configuration not stated)
  -3.5%	-8.2%
CC(N)c1csc(Nc2ccc(C(=O)c3ccccc3)cc2)n1 (configuration not stated)
  -3.2%	5.8%
CC1(C)CC(=O)C(C(c2ccc3c(c2)OCO3)C2C(=O)CC(C)(C)CC2=O)C(=O)C1
  0.5%	?
CC(=O)NCCNc1nc2cc(-c3cccc(Cl)c3)sc2c(=O)n1C
  -11.9%	?
COc1cc(F)ccc1-c1csc(C(C)(O)c2ccc(F)c(F)c2)n1 (configuration not stated)
  -13.0%	?
CN(Cc1ccccc1)C(=O)c1ccc2sc([C@H]3C[C@H](O)[C@@H](CO)O3)nc2c1
  0.9%	13.2%
CN(C)c1ncnc2c1ncn2[C@H]1CN(Cc2cccs2)C[C@@H](CO)O1
  -5.6%	-14.8%
O=C(NCc1cccnc1)c1cc(C2CCCN(C(=O)c3cccs3)C2)on1 (configuration not stated)
  -1.3%	5.3%
O=CNc1cc(-c2ccccc2)cn2c(-c3ccc(F)c(Cl)c3)cnc12
  -28.4%	-4.1%
Cc1cc(NC(=O)c2csc([C@@H]3O[C@H](CO)[C@H](O)[C@H](O)[C@H]3O)n2)n(C)n1
  0.4%	-7.8%
CC1(C(=O)NCc2cccs2)CCN1C(=O)Cc1ccc(Cl)cc1Cl (configuration not stated)
  -5.8%	-33.9%
Cc1ccccc1-c1cnc(C(O)c2ccccc2)[nH]1 (configuration not stated)
  -1.8%	-29.7%
COc1cccc(-c2cc(NC=O)c3ncc(-c4ccc(F)c(Cl)c4)n3c2)c1
  -22.5%	-29.4%
CCCc1ccc(C(O)c2ncc(-c3ccc(OC)cc3)[nH]2)cc1 (configuration not stated)
  -2.1%	1.2%
CC(C)Oc1ccc(CN2CCC2(C)C(=O)Nc2cnc3ccccc3c2)cc1 (configuration not stated)
  -4.0%	-0.9%
COc1ccc(-c2csc(C(C)(NC(C)=O)c3ccccc3)n2)cn1 (configuration not stated)
  -3.6%	2.4%
O=S1(=O)CC(N2CCN(CC3CC3)CC2)CN1Cc1cn(Cc2ccccc2C(F)(F)F)nn1 (configuration not stated)
  1.2%	?
CC(=O)Nc1cccc(-c2ccnc3c2CC(C)(C(=O)Nc2cccc(Oc4ccccc4)c2)O3)c1 (configuration not stated)
  -4.1%	?

Compounds shown so far that have a furan ring, fused or not (2):
Fields – Vif-A3G inh	ALOX12 inh
CCc1nc2ccc(C(=O)N3CCN(C(=O)c4ccco4)CC3)cn2c1N(C)CCC(C)C
  -1.1%	-11.3%
COCCNc1ncnc2c1ncn2[C@H]1CN(Cc2ccco2)C[C@@H](CO)O1
  -3.0%	-2.8%

Other entries.
Fields – Vif-A3G inh	ALOX12 inh
O=C(Nc1ccc2c(c1)OCO2)c1cc(C2CCCCN2C(=O)c2ccc3ccccc3c2)on1 (configuration not stated)
  -12.6%	-24.4%
CC(C)C[C@H]1CNC(=S)N1C[C@H]1CCCN1C[C@H](Cc1ccc(O)cc1)N1C[C@H](CC(C)C)N(CC2CCCCCC2)C1=S
  -2.6%	-10.9%
N#Cc1ccc(-c2cccc3nccn23)cc1
  -2.9%	5.8%
OC(c1ccc2c(c1)OCO2)c1ncc(-c2ccccc2)[nH]1 (configuration not stated)
  1.0%	?
OC[C@@H]1CN(Cc2ccco2)C[C@H](n2cnc3c(NC4CC4)ncnc32)O1
  -2.3%	-23.6%
Cc1cc(Cl)ccc1C(O)c1ncc(-c2cccc3ccccc23)[nH]1 (configuration not stated)
  -9.4%	-15.4%
CC(C)NC(=O)C1(C)CCN1C(=O)c1ccc2c(c1)OCO2 (configuration not stated)
  -5.7%	-1.1%

This is a subset; rates above refer to the full screens.
